GalR3 antag: human GalR3 antagonism. O60755. HEK293 GalR3-CNG cAMP membrane potential fluorescence; galR3 body fused to GalR1 C-terminus. inhibition, % at 3 µM. 360,000 compounds, 0.44% hits;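 active means inhibition above the screen-wide average plus 3 SD, cut at about 13% in these data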;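 further: forskolin and galanin both at EC90 stimulate the cells; cAMP rise reported by CNG channel membrane potential dye signal; 0% = forskolin plus galanin with DMSO and 100% = forskolin alone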
Target sequence (O60755 1-299 limits assumed): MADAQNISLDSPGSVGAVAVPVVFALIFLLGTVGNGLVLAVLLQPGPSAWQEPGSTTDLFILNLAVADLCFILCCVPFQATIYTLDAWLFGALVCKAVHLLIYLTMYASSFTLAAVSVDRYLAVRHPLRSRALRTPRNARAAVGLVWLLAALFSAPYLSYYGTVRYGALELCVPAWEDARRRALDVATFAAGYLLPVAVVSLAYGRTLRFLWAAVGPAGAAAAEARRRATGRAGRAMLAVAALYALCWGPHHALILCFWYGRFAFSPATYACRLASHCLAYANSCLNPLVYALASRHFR
* marks the source's active call; other numbers are inactive results. A portion of the library. The share of hits here may be higher or lower than overall.

Molecule	GalR3 antag
COc1cc2oc(=O)cc(-c3ccc(-c4ccc(O)cc4)cc3)c2c(OC)c1OC	-6
C[C@H]1NS(=O)(=O)c2ccc(Br)cc2O[C@H]1c1ccccc1	-8
CC1(C)OC(=O)C2=C(C[C@@H](C3CC3)O[C@H]2c2ccc(Cl)cc2)O1	-5
COc1ccc(NC(=O)N(C)C[C@H]2Oc3ccc(NS(=O)(=O)c4cn(C)cn4)cc3C(=O)N([C@H](C)CO)C[C@@H]2C)cc1	-1
Cc1ccc(-c2cnc(C(O)c3cc(F)cc(Cl)c3)[nH]2)cc1 (centres undefined)	-6
C[C@@H]1NS(=O)(=O)c2ccc(F)cc2O[C@@H]1c1ccccc1	-9
O=C(N=Nc1c(O)[nH]c2ccccc12)Nc1ccccc1	-5
COC(=O)c1ccc2nc(-c3cccc(Br)c3)c(Cc3ccccc3)n2c1	-8
C#CCN1CC(COCCCC)Oc2cccc(Oc3ccc(C(C)(C)C)c(C)c3)c2S1(=O)=O (centres undefined)	-7
CC1(C)CC(=O)C2=C(C1)NC(=O)CC2	-6
O=CNc1cc(-c2cccc(F)c2)cn2c(-c3ccc(F)cc3)cnc12	-3
O=C1NC(=O)C(Cc2ccc(O)cc2)N1 (centres undefined)	7
COc1ccccc1CNC(=O)COC(=O)C1CCN(S(=O)(=O)c2c(Cl)cccc2Cl)CC1	-7
CCN(CC)C(=O)C1=C(C)N(CCCN2CCCC2=O)C(=O)C(CC(=O)NCCCCc2ccccc2)C1 (centres undefined)	2
O=C(COC(=O)/C=C/c1ccccc1[N+](=O)[O-])NNC(=O)c1ccc(F)cc1	-3

(next part)
Molecule	GalR3 antag
c1cc(-c2ccoc2)n2ccnc2c1	-8
COc1ccc(C(O)c2nc(-c3ccc(F)c(Cl)c3)cs2)cc1 (centres undefined)	-9
O=C1Nc2ccccc2-n2nnnc2C1N1CCN(c2ccc(F)cc2)CC1 (centres undefined)	-2
CCc1nc2ccc(C(=O)Nc3cccc(OC)c3)cn2c1N(C)CCCc1ccccc1	1
COC(=O)[C@H](CC(C)C)NC(=O)Cn1cnc(C(=O)Nc2ccc(C)c(C)c2)n1	0
OCc1ccccc1-c1cnc2sc(NCc3ccc(F)cc3)nn12	-5
CC(C)(C)c1ccc(C(=O)OCC(=O)NC2CC2)cc1	8
COCCNC(=O)C1(C)CCCN(C(=O)c2ccc3ccccc3c2)C1 (centres undefined)	-6
Cc1n[nH]c(=O)n(N=Cc2cccs2)c1=O	-4
CC(=O)Nc1cc(F)c2c(c1F)Cc1cc(F)ccc1-2	-4
COc1ccc(NC(=O)C2(C)CCN2CCOc2ccc(C)cc2)cc1OC (centres undefined)	-7
CCC(=O)N1CCCC(C(=O)Nc2ccc3cn[nH]c3c2)CC1 (centres undefined)	-6
COC(=O)C[C@H]1C[C@H]2c3cc(NC(=O)C4CCOCC4)ccc3O[C@H]2[C@@H](CO)O1	-5
CCOC1=C2[C@H](c3ccc(C)cc3)N(S(=O)(=O)c3ccc(C)cc3)C[C@H]2n2c(=O)n(-c3ccccc3)c(=O)n2C1	-5
Cn1cc(CN2CCC(C(=O)NC(c3ccc(-c4ccccc4)cc3)c3cnccn3)CC2)c2ccccc21 (centres undefined)	-5

Next records.
Molecule	GalR3 antag
CCCN(CC(=O)Nc1ccccc1C)C(=O)C1CC(=O)N(c2ccc(C)cc2)C1 (centres undefined)	7
CCc1nc2ccc(C(=O)N(C)CCCN(C)C)cn2c1N(CC)CCOC	-7
Cc1ccc(S(=O)(=O)NC(=O)C2(C)CCN2C(=O)c2cccc(F)c2)cc1 (centres undefined)	-1
CC(=O)Nc1n[nH]c(=S)s1	-5
CC1(C(=O)NS(=O)(=O)C2CC2)CCCN(C(=O)c2ccccc2C(F)(F)F)C1 (centres undefined)	-3
COc1ccc(-c2csc(C(C)(O)c3cccc(F)c3)n2)cn1 (centres undefined)	-2
CCOC(=O)[C@]12CCC=C1N(Cc1ccccc1)C(=O)[C@H](CC(=O)NCC1CCCCC1)C2	-2
C[C@@H]1CCCCO[C@H](CN(C)C(=O)Nc2cccc3ccccc23)[C@@H](C)CN([C@H](C)CO)C(=O)c2cc(N(C)C)ccc2O1	-3
O=C1C(O)CCN1C1CCCCC1 (centres undefined)	-5
COc1ccc(CNS(=O)(=O)c2ccccc2Br)c(OC)c1	-2
Cc1cc(N2CCNC[C@@H]2C)ccc1N1CCN(Cc2ccccc2)[C@@H](C)C1	-1
CCc1nc2cc(NC(=O)C3(C)CCCN(C(C)C)C3)ccc2o1 (centres undefined)	1
CC(C)NC(=O)N1Cc2cc(C(=O)NC3CCCC3)nc(-c3cccc(-c4cccnc4)c3)c2[C@H]1CCO	0
CC(NC(=O)c1cc(COc2ccc(-n3cncn3)cc2)on1)c1ccc(F)cc1 (centres undefined)	-5
Cc1ccc(Nc2n[nH]c(=S)s2)c(C)c1	-3

(more compounds)
Molecule	GalR3 antag
COC(=O)[C@]12C[C@H](CC(=O)NCc3ccc(OC)c(OC)c3)C(=O)N(CCC3=CCCCC3)C1=C[C@H](C(C)(C)C)O[C@@H]2C	-4
C[C@@H]1CN([C@@H](C)CO)C(=O)CCCn2nncc2CO[C@@H]1CN(C)C(=O)c1cc(-c2ccccc2)on1	-7
COc1cc(CC(=O)N2CCN(S(=O)(=O)c3ccc(C(C)C)cc3)CC2)cc(OC)c1OC	-7
Nc1ccc(Nc2ccncc2)cc1	3
O=C(NN=Cc1ccc2c(c1)OCO2)NN=Cc1ccc2c(c1)OCO2	-6
Cc1cccc(NC(=O)COc2cccc3c2CCNC3=O)c1	-6
O=C(Nc1c(-c2ccccc2)[nH][nH]c1=O)c1cccs1	-6
CN1OC[C@@H]2CN[C@H](c3cccc(Oc4ccccc4)c3)C[C@@H]21	-6
CNC[C@@H]1OCc2ccccc2-c2c(n(C)c3ccccc23)C(=O)N([C@H](C)CO)C[C@H]1C	-6
CCOC(=O)C1(C)CCCN(C(=O)c2cccc(C#N)c2)C1 (centres undefined)	-4
CC(C)C[C@H]1CN(CCCC[C@@H]2CNC(=O)C(=O)N2Cc2ccccc2)C(=O)C(=O)N1CC1CCCCC1	-6
CCCCC[C@@H]1CCCCC[C@H](O)C[C@H](O)[C@@H](O)/C=C/C(=O)O1	-1
COC(=O)C(C(=O)OC)c1ncccc1NS(=O)(=O)c1ccc(C)cc1	-7
Cc1cccc(NC(=O)c2cc(S(=O)(=O)N3CCCCC3)c[nH]2)c1	1
O=C1OC(Oc2ccc(Br)cc2)(c2ccccc2)c2ccccc21 (centres undefined)	-9

Quoted at random: six entries already listed.
Molecule	GalR3 antag
CCC(=O)N1CCCC(C(=O)Nc2ccc3cn[nH]c3c2)CC1 (centres undefined)	-6
CCN(CC)C(=O)C1=C(C)N(CCCN2CCCC2=O)C(=O)C(CC(=O)NCCCCc2ccccc2)C1 (centres undefined)	2
COc1cc(CC(=O)N2CCN(S(=O)(=O)c3ccc(C(C)C)cc3)CC2)cc(OC)c1OC	-7
CCc1nc2ccc(C(=O)Nc3cccc(OC)c3)cn2c1N(C)CCCc1ccccc1	1
CCc1nc2ccc(C(=O)N(C)CCCN(C)C)cn2c1N(CC)CCOC	-7
C[C@H]1NS(=O)(=O)c2ccc(Br)cc2O[C@H]1c1ccccc1	-8

(cont.)
Molecule	GalR3 antag
N#Cc1ccc(S(=O)(=O)NC[C@H]2O[C@@H](n3cnc4c(N)ncnc43)[C@H](O)[C@@H]2O)cc1	2
Cc1ccc(C(=O)C=Cc2ccc3c(c2)OCO3)c(C)c1	-4
CC(=O)Nc1ccc2c(c1)C(N1CC3CCC(CC3)C1)c1ccccc1-2 (centres undefined)	-4
CCc1nc2c(OCCOc3ccccc3)cccn2c1N(C)C(=O)c1cccs1	-5
COc1ccc(C(=O)CC2(O)C(=O)N(CN3CCOCC3)c3ccc(Br)cc32)cc1 (centres undefined)	-7
CCC(C)C(CO)NC(=O)/C=C/[C@H]1O[C@@H](n2cnc3c(NC(=O)c4ccccc4)ncnc32)[C@H](O)[C@@H]1O (some centres undefined)	-1
COC(=O)C(Sc1ccc(Cl)cc1)C1SC(=S)N(Cc2ccccc2)C1=O (centres undefined)	0
COc1ccc(F)cc1-c1cc(C(=O)NCc2cccc(Cl)c2)[nH]n1	-2
CCCNC(=O)c1cc(C2CCCCN2S(=O)(=O)c2ccc(F)cc2F)on1 (centres undefined)	-2
CC(C)COC(=O)N(C)C[C@@H]1OCc2cn(nn2)CCCC(=O)N([C@@H](C)CO)C[C@H]1C	-6
Cc1ccc(S(=O)(=O)N(CC(=O)Nc2ccc(C)c(Cl)c2)C(=O)N2CCN(C)CC2)cc1	-4
CCNC(=O)C1(C)CCCN(C(=O)c2cccc(C)c2C)C1 (centres undefined)	-1
Cn1c(Nc2ccc(F)cc2)nc2cc(-c3ccsc3)sc2c1=O	-3
N#CC1=C(Nc2ccccc2Cl)SC(c2ccncc2)NC1=O (centres undefined)	-3
N#Cc1ccc(-c2nc3ccc(Cl)cn3c2Cc2ccccc2C(F)(F)F)cc1	-9

Other structures.
Molecule	GalR3 antag
CCOCCCNC(=O)c1ccc(CN2CCc3ccccc3C2)cc1	-5
COc1ccc(Br)c(C=O)c1OS(=O)(=O)c1ccc(C)cc1	-6
COCCCNC(=O)C[C@H]1C[C@@]2(C(=O)OC)C(=C[C@H](C(C)(C)C)O[C@@H]2C)N(CCc2ccc(OC)c(OC)c2)C1=O	-1
CCOC(=O)[C@@H]1CSCCS(=O)(=O)N1	-6
C[C@H]1CN([C@@H](C)CO)S(=O)(=O)c2ccc(-c3cncnc3)cc2O[C@H]1CN(C)C(=O)NC1CCCC1	-7
O=C1NC(=S)S/C1=C\c1cccc([N+](=O)[O-])c1	-5
COC(=O)[C@]12CCCCC=C1N(CCc1ccc(OC)c(OC)c1)C(=O)[C@H](CC(=O)NCCCN1CCCC1=O)C2	-8
NC(=O)c1cccc(-c2ccnc3c2CC(C(=O)Nc2ccccc2)O3)c1 (centres undefined)	-5
CC1(C(=O)NCc2ccccc2Br)CCN1Cc1ccc2ccccc2c1 (centres undefined)	-7
c1ccc(Cn2c(Cn3c(-c4cnccn4)nc4ccccc43)nc3ccccc32)cc1	-6
CCCS(=O)(=O)NC(=O)C1(C)CCN(C(=O)c2cc(C)n(C(C)(C)C)n2)C1 (centres undefined)	-5
COc1cccc(S(=O)(=O)Nc2ccc3c(c2)C(=O)N(C)C[C@H](OC)[C@H](C)CN[C@@H](C)CO3)c1	-5
O=C1CCCCC1Nc1ccc([N+](=O)[O-])cc1 (centres undefined)	-7
O=C(NCCc1ccccc1Cl)[C@@H]1CCCN1C(=O)[C@@H](NC(=O)N1CCOCC1)c1ccccc1	-8
O=Nc1ccc(Cl)cn1	-8

(cont.)
Molecule	GalR3 antag
COc1ccc(S(=O)(=O)N2CCCc3nc(C)c(C)cc32)cc1	-5
CN1NC(c2ccccc2)NN(C)C1=O	-4
Cc1ccc(Cc2c(-c3cccc(Cl)c3)nc3c4ccccc4ccn23)cc1	-6
CC(=O)N1Cc2cc(C(=O)NCc3cccc(F)c3)nc(-c3cccc(C4=CCCC4)c3)c2[C@H]1CCO	-5
COC(=O)[C@@]1(Cc2ccc(OC)cc2)[C@H]2c3cc(C(=O)N4CCCC4)n(Cc4ccc(Cl)c(C(F)(F)F)c4)c3C[C@H]2CN1C(=O)c1ccccc1	-5
N#CC(=C1C=CC(=NO)C(Cl)=C1)c1ccccc1	-6
COC1=CC(C)C2CC3OC(O)CC4C(C)=C(OC)C(=O)C(C2(C)C1=O)C34C (centres undefined)	-6
CCc1nc2c(OCC=C(C)C)cccn2c1N(C)C(=O)c1ccc(OC)cc1	-2
CC1=C(C(=O)N2CCOCC2)CC(CC(=O)NCc2ccco2)C(=O)N1Cc1ccc(F)cc1 (centres undefined)	1
COc1ccc(C(=O)N[C@H](C(=O)Nc2cccc(S(=O)(=O)N3CCOCC3)c2)C(C)C)cc1	-4
Fc1ccc(-c2nc3ccc(Br)cn3c2Cc2cccc(F)c2)cc1	-4
COc1ccc2cc(C(=O)CS(=O)(=O)c3ccc(Cl)cc3)c(=O)oc2c1	-6
COc1ccc(C(=O)N2CCC2(C)C(=O)NC(C)C)c(OC)c1 (centres undefined)	-5
O=C(CC1SC(N2CCCC2)=NC1=O)Nc1ccc(C(=O)NCCOc2ccccc2F)cc1 (centres undefined)	3
CCCNC(=O)c1cc(C2CCCCN2C(=O)OCCF)on1 (centres undefined)	-6

Ordered by value in GalR3 antag (high to low): some entries from above
| Structure | GalR3 antag |
| --- | --- |
| CC1=C(C(=O)N2CCOCC2)CC(CC(=O)NCc2ccco2)C(=O)N1Cc1ccc(F)cc1 (centres undefined) | 1 |
| CN1NC(c2ccccc2)NN(C)C1=O | -4 |
| COc1ccc(S(=O)(=O)N2CCCc3nc(C)c(C)cc32)cc1 | -5 |
| COc1ccc2cc(C(=O)CS(=O)(=O)c3ccc(Cl)cc3)c(=O)oc2c1 | -6 |

Carrying on:
Molecule	GalR3 antag
CCc1cc(-c2cnnn2Cc2ccc3ccccc3c2)ccc1-c1cn(CC(C)C)nn1	-6
Cc1ccc(-c2ccc(CN3C(C)C(=O)N(Cc4cn(CC5CCCCC5)nn4)CCS3(=O)=O)cc2)cc1 (centres undefined)	-5
O=C(NCCc1cccc(Cl)c1)c1cccc(-n2cnnn2)c1	0
COc1ccc(F)cc1-c1cc(NC(C)=O)c2ncc(-c3cccc(C(F)(F)F)c3)n2c1	-7
O=C(NNC(=O)c1ccccc1F)c1ccc(NS(=O)(=O)c2ccc(F)cc2)cc1	-4
CC(=O)OC[C@@H]1CN(Cc2ccccc2)C[C@H](n2cnc3c(NCc4ccco4)ncnc32)O1	-3
COc1ccc(C(=O)N/N=C/c2ccccn2)cc1	-4
O=C1CCC[C@@H]2[C@@H](Cc3ccccc3)[C@H](N3CCN(c4ccccc4)CC3)C[C@@H]3CCN1[C@@H]32	-6
CC(NC(=O)COC(=O)c1ccccc1O)c1ccccc1 (centres undefined)	0
CNC(=O)C1Cc2c(-c3cccc(F)c3)ccnc2O1 (centres undefined)	-4
